Screens from PubChem.
Wnt act: Wnt/beta-catenin pathway activation; activation, % at 9.35 µM; Wnt/beta-catenin reporter cell assay, activator, plate reader; 1.2% of 300,000 active; in the data active = activation above about 30%, passing the limit was not always enough;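 also: 0% = neutral control wells and 100% = positive control wells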
phage Ecoli inh: E. coli growth loss with phage present; growth absorbance; inhibition, % at 11.9 µM; 0.26% of 360,000 active; in the data active = inhibition above about 11%
MITF TRPM1 HTS: MITF TRPM1 promoter activation in melanoma cells. SK-MEL-5 TRPM1-promoter luciferase, 24 h; % of positive control, neutral wells = 0. activation, % at 12.5 µM. 0.75% of 300,000 active;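 active = mean activation of at least 80% with every replicate also reaching 80%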;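 also: 0% = neutral control wells and 100% = parthenolide positive control wells; values of inactives mirror those of a sister screen read the other way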
CAL PDZ FP-1: human CAL PDZ-peptide interaction inhibition; purified CAL PDZ, TMR-peptide fluorescence polarization, 1 h; inhibition, % at 20 µM; 0.02% of 330,000 active; AID 504414;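 active = highest replicate inhibition of at least 40%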;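 also: plate controls were DMSO neutral control wells for no effect and unlabeled competitor peptide control wells for full effect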
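System: purified tagged CAL PDZ domain construct (CerCALP). Schedule: 1 h incubation at room temperature before polarization reading. Medium: 25 mM sodium phosphate pH 7.4, 150 mM NaCl, TCEP, IgG, Thesit. Read-out: percent inhibition from loss of millipolarization. Measured by: FP readout, S and P plane fluorescence. Probe or stimulus: fluorescent TMR peptide probe.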
CAL PDZ FP-2: inhibitors of human CAL PDZ peptide binding. purified CAL PDZ, TMR-peptide fluorescence polarization, 1 h. AID 602252. inhibition, % at 24.9 µM. Q9HD26. 0.92% of 300,000 active;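 active = mean inhibition of at least 30% with at least half of replicates also reaching 30%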;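 also: 0% = DMSO neutral control and 100% = excess unlabeled competitor peptide PRC23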
Tat export inh: inhibitors of E. coli Tat protein transport; inhibition, % at 10 µM; 0.036% of 340,000 active; AID 488895; E. coli MC4100 TorA-mCherry Tat export, fluorescence;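 active = mean replicate inhibition at least 50% and at least half of replicates individually reaching 50%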;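 also: exported cargo escapes ClpAP degradation while cytoplasmic cargo is degraded and loses fluorescence; 0% = median of neutral control wells and 100% = median of NaSCN control wells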
SR-BI DiI inh: inhibitors of mouse SR-BI mediated HDL lipid uptake. Q61009. ldlA[mSR-BI] CHO cells, DiI-HDL uptake fluorescence, 3 h. inhibition, % at 12.5 µM. 0.96% of 320,000 active. AID 488896;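 active = mean replicate inhibition of at least 70% and a set share of replicates each scoring 70 or more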;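 also: 0% = median of neutral control wells and 100% = median of positive control wells; values of inactives mirror those of a sister screen read the other way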
Target sequence (Q61009 whole entry, looked up): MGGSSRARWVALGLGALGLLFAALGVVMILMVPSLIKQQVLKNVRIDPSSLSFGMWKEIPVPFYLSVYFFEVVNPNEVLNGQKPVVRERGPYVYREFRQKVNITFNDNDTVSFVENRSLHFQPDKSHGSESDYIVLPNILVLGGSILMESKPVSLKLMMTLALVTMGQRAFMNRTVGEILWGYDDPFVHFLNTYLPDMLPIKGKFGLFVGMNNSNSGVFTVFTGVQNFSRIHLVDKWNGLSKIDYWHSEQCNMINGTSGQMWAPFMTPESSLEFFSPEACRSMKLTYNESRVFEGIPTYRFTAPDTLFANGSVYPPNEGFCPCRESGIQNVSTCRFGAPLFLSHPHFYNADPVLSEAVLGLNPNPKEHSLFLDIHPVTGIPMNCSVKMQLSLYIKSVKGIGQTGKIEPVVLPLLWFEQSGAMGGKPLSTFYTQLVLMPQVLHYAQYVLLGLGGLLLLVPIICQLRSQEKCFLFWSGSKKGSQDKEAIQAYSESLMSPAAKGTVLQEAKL
AddAB inh: less growth of phage-infected E. coli with AddAB; inhibition, % at 11.9 µM; 0.29% of 330,000 active; E. coli expressing H. pylori AddAB, absorbance growth; in the data active = inhibition above about 12%;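 also: 0% = vehicle wells of infected cells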
Ecoli viability: reduces bacterial viability in AddAB counter-screen | E. coli V3065 growth, OD600 absorbance, 18 h | 0.27% of 330,000 active | inhibition, % at 11.9 µM;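 active = inhibition above the campaign's mean inhibition across all tested compounds plus 3 SD, cut at about 9.9% in these data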;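 also: uninfected addAB+ strain grown without phage in ampicillin broth; 0% = DMSO wells and 100% = ciprofloxacin 0.95 µg/ml wells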
SR-BI uptake up: activators of SR-BI mediated HDL lipid uptake; CHO ldlA[mSR-BI] cells, DiI-HDL uptake fluorescence, 3 h; 100 = double the neutral-control signal; activation, % at 12.5 µM; 0.096% of 320,000 active; AID 504775;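 active = mean replicate activation of at least 60% and every replicate at or above 60%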;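 also: 0% = median plate neutral-control signal and 100% = twice that signal; values of inactives mirror those of a sister screen read the other way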
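System: CHO ldlA[mSR-BI] cells / Medium: HEPES-buffered (25 mM, pH 7.4) F12 plus 0.5% BSA / Probe or stimulus: labelled HDL, 10 µg/mL / Doses: single compound concentration, delivered by pin transfer / Schedule: 3 h, 37 °C / Measured by: DiI fluorescence, bottom read / Measure: cell-associated DiI fluorescence as measure of HDL uptake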
* marks the source's active call; other numbers are inactive results; / = not tested or not shown.

No.	SMILES	Wnt act	phage Ecoli inh	MITF TRPM1 HTS	CAL PDZ FP-1	CAL PDZ FP-2
1	CCCC(C(=O)NCCC(C)C)N(Cc1ccc(OC)cc1)C(=O)c1snc(C(N)=O)c1N (stereo not drawn)	-2	1.0	2	6.8	-1
2	COc1ccccc1N=c1oc2cc(O)ccc2cc1C(=O)NCC1CCCO1 (stereo not drawn)	/	2.1	/	-3.7	-1
3	CCOc1ccccc1-n1c(SCC(=O)N(C(C)C)C(C)C)nnc1-c1cccnc1	/	1.9	-1	/	-1
4	O=C(CC1Nc2cccc3cccc(c23)NC1=O)Nc1ccc(F)cc1 (stereo not drawn)	-1	1.4	-20	1.1	/
5	C=CCNC(=O)CCNS(=O)(=O)c1ccc(Br)cc1	/	1.5	-9	0.2	-4
6	COc1ccc(CC(=O)Nc2ccc(-c3noc(-c4cc(OC)c(OC)c(OC)c4)n3)cc2)cc1	/	4.1	/	0.0	/
7	COc1cccc(NC(=O)CSc2nccn(-c3ccc4c(c3)OCCO4)c2=O)c1	-2	3.2	-6	-0.9	/
8	COc1ccc(OC(=O)Nc2ccc([N+](=O)[O-])cc2OC)cc1	0	-0.4	9	0.1	-3
9	COc1cc2c(cc1OC)C(C)N(C(=O)c1ccc(C)o1)CC2 (stereo not drawn)	-2	0.3	-16	-0.4	-3
10	Cc1nc2ccccc2c(=O)n1/N=C/c1c(O)ccc2ccccc12	-5	4.6	-20	-0.7	2

No.	Tat export inh	SR-BI DiI inh	AddAB inh	Ecoli viability	SR-BI uptake up
1	11	-8	0.3	-1.7	8
2	-6	7	-1.8	-3.4	-7
3	5	-34	-3.7	-2.0	34
4	-13	7	1.4	-0.1	-7
5	-11	-7	-0.1	-0.8	7
6	0	59	-0.5	-0.2	-59
7	-5	-6	1.5	1.4	6
8	3	3	-2.3	-0.8	-3
9	-8	19	-1.8	0.1	-19
10	-3	36	1.1	0.5	-36

Brought forward from above: 5 entries, followed by the next part.
No.	SMILES	Wnt act	phage Ecoli inh	MITF TRPM1 HTS	CAL PDZ FP-1	CAL PDZ FP-2
6	COc1ccc(CC(=O)Nc2ccc(-c3noc(-c4cc(OC)c(OC)c(OC)c4)n3)cc2)cc1	/	4.1	/	0.0	/
7	COc1cccc(NC(=O)CSc2nccn(-c3ccc4c(c3)OCCO4)c2=O)c1	-2	3.2	-6	-0.9	/
8	COc1ccc(OC(=O)Nc2ccc([N+](=O)[O-])cc2OC)cc1	0	-0.4	9	0.1	-3
9	COc1cc2c(cc1OC)C(C)N(C(=O)c1ccc(C)o1)CC2 (stereo not drawn)	-2	0.3	-16	-0.4	-3
10	Cc1nc2ccccc2c(=O)n1/N=C/c1c(O)ccc2ccccc12	-5	4.6	-20	-0.7	2
11	COc1ccc(NC(=O)CCCC2CCCCC2)c(OC)c1	-3	3.7	21	-0.4	-2
12	Cc1ccc(NC(C(N)=O)c2c(C)[nH]c(=O)[nH]c2=O)cc1 (stereo not drawn)	-6	-0.5	7	-0.8	-6
13	N#Cc1ccc(OCC(=O)Nc2ccc3[nH]c(=O)[nH]c3c2)cc1	0	6.5	-13	0.3	/
14	O=C1Nc2ccc(Cl)cc2C(C#CC2CC2)(C(F)(F)F)O1 (stereo not drawn)	-8	2.7	-6	-0.4	-3
15	COc1ccc(-n2cnnc2)cc1	/	2.1	10	-0.1	-1
16	CCC(C)n1c(SCC(=O)NC(=O)Nc2ccc3c(c2)OCCO3)nc2ccccc2c1=O (stereo not drawn)	/	2.6	0	-0.9	-5
17	O=C(Nc1cccc(S(=O)(=O)N2CCOCC2)c1)c1c2c(nc3ccccc13)CCC2	-1	1.3	-4	-1.2	-4
18	Cc1ccc(C(=O)COC(=O)c2cnccn2)cc1[N+](=O)[O-]	-2	-0.9	-1	0.4	/
19	COc1cc(C(F)(F)F)c(C(=O)N(C)c2ccc(Cl)cc2)cn1	3	0.7	-5	0.0	/
20	COc1cc(OC)cc(C(=O)N2CCCC(c3nc(-c4ccc(C)o4)no3)C2)c1 (stereo not drawn)	0	2.7	7	-2.5	-2

No.	Tat export inh	SR-BI DiI inh	AddAB inh	Ecoli viability	SR-BI uptake up
6	0	59	-0.5	-0.2	-59
7	-5	-6	1.5	1.4	6
8	3	3	-2.3	-0.8	-3
9	-8	19	-1.8	0.1	-19
10	-3	36	1.1	0.5	-36
11	10	-10	/	/	10
12	-6	10	-0.6	-0.7	-10
13	2	-10	2.2	1.8	10
14	2	2	-1.1	-1.1	-2
15	-4	-9	1.9	1.2	9
16	22	0	2.6	0.0	0
17	4	4	-0.5	-1.3	-4
18	0	5	0.6	-2.5	3
19	-13	25	1.5	-0.3	-25
20	-1	/	0.6	-1.2	/

More entries.
No.	SMILES	Wnt act	phage Ecoli inh	MITF TRPM1 HTS	CAL PDZ FP-1	CAL PDZ FP-2
21	CN(CCOc1ccccc1Cl)Cc1ccccc1	8	4.3	/	-1.8	-4
22	CCOC(=O)N1CCN(c2ccc(C(C)=O)cc2F)CC1C (stereo not drawn)	-3	3.1	-1	-0.8	-2
23	CCOC(=O)C1=CN(Cc2cccc(Br)c2)S(=O)(=O)N(C)C1C (stereo not drawn)	-2	1.2	3	0.6	-2
24	CC1CCCCN1C(=O)CCc1nnc(Cc2c[nH]c3ccccc23)o1 (stereo not drawn)	12	3.4	-5	-1.3	4
25	c1ccc(-n2c(-c3cccs3)nc3nc4ccccc4nc32)cc1	-3	2.9	-4	-0.1	1
26	CCOC(=O)N1CCN(C(=O)c2oc(=O)c3ccccc3c2-c2ccc(C)cc2)CC1	-4	1.8	-2	-1.8	/
27	COc1ccc(C(=O)CSc2nc(C)cc(C)n2)cc1C	-1	0.9	/	-1.5	-5
28	Cc1ccc(-n2c(SCC(=O)NCCN3C(=O)CSC3=O)nnc2-c2ccccc2)cc1	/	3.5	-10	-0.4	-7
29	Cc1cc(C(=O)NCc2ccccc2)c(=O)[nH]c1C	/	4.8	/	-1.3	-1
30	O=C(NCc1ccc2c(c1)OCO2)c1cc(-c2ccc(Cl)cc2Cl)on1	/	2.1	16	-1.8	-6

No.	Tat export inh	SR-BI DiI inh	AddAB inh	Ecoli viability	SR-BI uptake up
21	8	-10	2.1	-0.5	10
22	3	-3	0.6	-0.4	3
23	3	-8	1.7	0.5	8
24	-1	-20	-4.3	-3.2	20
25	-4	-6	2.1	2.8	6
26	1	60	1.9	-1.4	-60
27	-10	-7	2.1	1.6	7
28	2	-13	1.9	-2.0	13
29	5	0	6.6	0.4	0
30	-6	-11	1.9	0.6	11

Further compounds follow:
No.	SMILES	Wnt act	phage Ecoli inh	MITF TRPM1 HTS	CAL PDZ FP-1	CAL PDZ FP-2
31	COc1ccc(NC(=O)CSc2nnc(-c3cnccn3)n2C)cc1OC	-2	3.0	8	0.1	5
32	CN1CCN(C(=O)c2ccc(Cl)c(S(=O)(=O)N3CCCCC3)c2)CC1	-2	2.2	-12	/	-2
33	CCCCC1(C(=O)OC)NC(c2ccc(O)cc2)C2C(=O)N(c3ccccc3)C(=O)C21 (stereo not drawn)	-1	2.5	-5	-0.7	/
34	CN(CC(=O)Nc1ccncc1)S(=O)(=O)c1ccc(Cl)cc1	/	2.9	-14	0.8	/
35	O=C(COc1ccc([N+](=O)[O-])cc1)Nc1ccc(N2CCCC2)cc1	-2	0.4	0	0.3	/
36	CCc1cc2c(cc3c(=O)n(CC(=O)N4CCN(c5ccccn5)CC4)nc(CC)n32)s1	-2	1.7	-10	-1.9	-4
37	CC(=O)c1ccc(OCC(=O)OC(C)C(=O)NC2CCCCC2)cc1 (stereo not drawn)	-4	2.0	-1	0.4	-2
38	COC(=O)c1sc2nc(C)cc(C)c2c1N	12	5.2	1	0.7	-2
39	Cc1ccc(OCC(=O)N2CCc3ccccc3C2)c(Br)c1	5	2.2	45	-0.8	-1
40	CC(C)NC(=O)c1onc(CSc2cccc(Cl)c2)c1C(=O)O	-2	0.2	11	-1.3	-3

No.	Tat export inh	SR-BI DiI inh	AddAB inh	Ecoli viability	SR-BI uptake up
31	-1	-11	2.2	0.0	11
32	3	7	0.1	-0.5	-7
33	-9	-5	0.5	-0.4	5
34	7	-21	1.5	1.6	21
35	-3	31	0.8	-2.1	-31
36	4	11	0.6	0.1	-11
37	-5	3	1.8	3.3	-3
38	-13	15	0.0	-0.6	-15
39	2	-4	-2.0	-0.1	4
40	-2	-13	2.3	2.6	13

(list continues)
No.	SMILES	Wnt act	phage Ecoli inh	MITF TRPM1 HTS	CAL PDZ FP-1	CAL PDZ FP-2
41	CCOc1c2c(nc3ccc(Cl)cc13)CCC2	-1	5.3	10	-1.5	/
42	COc1ccc(CNC(=O)COC(=O)c2ccco2)cc1	1	5.0	7	-0.7	3
43	O=C(CSc1nnnn1-c1ccc(Cl)cc1)NC1CCS(=O)(=O)C1 (stereo not drawn)	-2	0.2	8	2.1	-2
44	O=C(Cc1cccc2ccccc12)N/N=C/c1ccc2cccc(O)c2n1	-1	-0.5	18	-1.2	-2
45	CCOC(=O)N1CCN(S(=O)(=O)/C=C/c2ccccc2)CC1	/	2.7	/	-0.9	-2
46	COc1ccc(-c2nc3c(-c4ccc(F)cc4)cnn3cc2C)cc1F	0	1.9	-2	-0.4	0
47	O=C(CNS(=O)(=O)c1ccc(Br)cc1)NCc1ccncc1	0	-0.6	4	-1.6	7
48	O=C(NC(Cc1ccccc1)c1ccc2c(c1)OCCCO2)c1ccccc1 (stereo not drawn)	/	2.9	7	-0.8	-3
49	COCCNC(=O)c1ccc(CS(=O)(=O)c2ccccc2C)o1	-1	1.5	2	-0.3	3
50	O=C1C(Cl)=C(NCC2CCCO2)C(=O)N1c1cccc(Cl)c1Cl (stereo not drawn)	-1	-0.6	/	0.5	/

No.	Tat export inh	SR-BI DiI inh	AddAB inh	Ecoli viability	SR-BI uptake up
41	-1	3	-1.4	-1.7	-3
42	10	-16	0.1	-1.0	16
43	-1	-21	0.8	-1.2	21
44	-3	-3	-0.5	1.1	3
45	2	-10	1.6	0.0	10
46	-6	-8	0.8	0.9	8
47	-9	-16	1.3	-2.5	16
48	4	22	0.2	-0.2	-22
49	-4	9	0.2	-1.1	-9
50	-16	11	4.3	-1.1	-11

(listing goes on)
No.	SMILES	Wnt act	phage Ecoli inh	MITF TRPM1 HTS	CAL PDZ FP-1	CAL PDZ FP-2
51	Cn1c(CN2CCOCC2)nnc1SCC(=O)Nc1ccc([N+](=O)[O-])cc1O	0	0.5	2	-0.8	-1
52	Cc1c(CN(C)C)c2c(n1C)C(=O)c1ccc(Br)cc1-2	/	0.6	-5	2.5	0
53	COC(=O)c1ccc(C(=O)OC)c(NC(=O)COC(=O)c2ccc(OC)c(OC)c2OC)c1	/	2.0	-12	-2.1	-4
54	CCNc1nc2nonc2nc1NCC	-4	2.0	8	-0.6	4

No.	Tat export inh	SR-BI DiI inh	AddAB inh	Ecoli viability	SR-BI uptake up
51	-5	-12	3.2	0.1	12
52	-5	-9	2.3	-0.1	9
53	-3	47	0.5	-1.5	-47
54	0	1	4.2	2.3	-1
